Screening results deposited in PubChem BioAssay by NCI.
NCI-60 one-dose screen, 48 h, at 10 µM unless noted. Numbers give growth in % (100 = growth as untreated, 0 = no growth, -100 = all killed).
UACC-257 – UACC-257 melanoma. actives 4.4% (n = 78,000)
SK-MEL-2 – SK-MEL-2 melanoma; actives 4.7% (n = 77,000)
T-47D – T-47D breast cancer | actives 5% (n = 79,000)
MALME-3M – MALME-3M melanoma | actives 5.8% (n = 78,000) | AID 1794766
LOX IMVI – LOX IMVI melanoma | actives 7.4% (n = 79,000)
HS 578T – HS 578T breast cancer | actives 4.1% (n = 78,000)
SK-MEL-28 – SK-MEL-28 melanoma. AID 1794761. actives 4.1% (n = 81,000)
SK-MEL-5 – SK-MEL-5 melanoma. actives 6.4% (n = 80,000). AID 1794755
The depositor's hits bear a star; x = not tested or not shown; & = joins results of further samples. Rule for the calls: active = growth percent below 10; inactive = the rest.

Molecule	UACC-257	SK-MEL-2	T-47D	MALME-3M	LOX IMVI	HS 578T	SK-MEL-28	SK-MEL-5
C[C@H]1[C@H]2[C@H]3CC[C@@H]4[C@@]5(C)C/C(=C/c6cccnc6)C(=O)C(C)(C)[C@@H]5CC[C@@]4(C)[C@]3(C)CC[C@]23CO[C@]1(C)[C@@H](C(=O)/C=C\c1cccnc1)C3	13.2	-25.5*	24.6	-33.5*	-85.2*	11.2	-17.8*	-82.2*
COc1ccc(/C=N/NC(=O)COc2cc(=O)n(C)c3ccccc23)cc1	110.3	118.2	100.6	101.2	101.4	115.4	117.0	98.7
O=c1oc2ccccc2cc1C1=NN(c2ccccc2)C(c2cn(-c3ccccc3)nc2-c2ccc(Cl)cc2)C1 (stereo not given)	109.7	118.5	92.4	93.5	99.7	93.0	105.8	94.5
COc1ccc(-c2cc(-c3ccc(Cl)cc3)c(C#N)c(=O)n2CCCCCC(=O)O)cc1	106.1	116.9	113.7	106.4	101.3	107.8	107.8	103.2
COc1ccc(-c2cc(-c3cc(C(C)C)c(O)cc3C)nn2-c2ccc(S(N)(=O)=O)cc2)cc1	60.5	54.7	12.7	60.1	22.6	28.9	58.8	48.6
COc1ccc(NC2CCC(=O)N2c2cc(Cl)cc(Cl)c2)cc1 (stereo not given)	94.3	x	81.3	105.2	76.6	91.3	104.6	80.7
Cc1ccc(C(C#N)c2ccc(N)cc2)cc1 (stereo not given)	98.7	105.6	85.9	83.5	96.3	98.9	112.3	100.2
CN1CCC(=C(c2ccccc2)c2ccccc2)C(c2ccccc2)C1 (stereo not given)	104.8	102.0	93.7	103.6	86.0	102.7	109.7	100.9
COc1ccc(NCc2cn(-c3ccccc3)nc2-c2ccc(OCc3ccccc3)cc2)cc1	x	79.0	45.8	x	84.0	70.7	96.4	88.8
Nc1nc2c([nH]1)c1[nH]c3ccccc3c1c1[nH]c3ccccc3c21	103.2	-23.5*	32.4	-72.4*	4.2*	47.2	-77.5*	58.7
COc1ccc(CCC2c3c(cc4c(c3OC)OCO4)CCN2C)cc1 (stereo not given)	-65.7*	-62.7*	-43.1*	-98.4*	-100.0*	11.0	-98.3*	-98.9*
O=S(=O)(OCCCCOS(=O)(=O)c1ccc(Br)cc1Br)c1ccc(Br)cc1Br	102.2	100.8	98.2	x	93.7	101.6	101.4	101.4
O=S(c1cc(Cl)cc(Cl)c1O)c1cc(Cl)cc(Cl)c1O	75.4	103.1	100.9	101.6	97.0	93.2	108.1	95.3
Oc1ccc(CSc2nnc(-c3ccc(Oc4ccccc4)cc3)n2-c2ccccc2)c2cccnc12	0.4*	37.6	4.8*	11.9	4.5*	18.7	14.6	-24.1*
NC(=O)c1sc2nc(-c3cnccn3)cc(-c3cccs3)c2c1N	114.6	114.0	90.1	116.8	91.1	103.2	108.9	97.2
CCCCCCCCCCCCCCCCNC(=S)N/N=C/c1ccccc1OCC	94.6	89.3	85.6	97.9	95.9	92.9	107.4	98.9
Cc1ccc(S(=O)(=O)Oc2ccc(NC(=O)C3CCCCC3)cc2)cc1	x	87.8	72.1	97.4	83.8	88.5	94.6	72.2
C=CCn1c(-c2nc3ccc(C(=C(C#N)C#N)c4ccccc4)cc3[nH]2)cc2cc(-c3ccccc3OC)ccc21	109.9	93.0	94.9	100.9	92.9	99.1	96.6	99.6
Oc1cccc(-c2nc3cc4nc5ccccc5[nH]c4cc3n2)c1	95.1	87.0	75.1	107.6	90.0	101.2	112.1	80.1
COc1cc2cc(Oc3ccc(NC(=O)Nc4cc(C(F)(F)F)cc(C(F)(F)F)c4)cc3)c(C)nc2cc1OCCN1CCOCC1	7.3*	32.9	26.1	28.1	20.7	60.6	51.2	-13.1*
COc1cc2c(cc1OC)C(O)=CC(=O)C2=O	100.5	110.3	104.8	126.4	82.2	102.3	108.2	100.7
CC(C)(C)c1ccc(S(=O)(=O)c2ccc(C(C)(C)C)cc2)cc1	104.9	103.0	88.5	92.7	104.0	127.4	113.5	97.4
O=CC(=O)c1ccc2ccccc2c1	111.6	100.8	102.8	98.5	88.8	103.2	115.7	98.8
COc1ccc(/C=N\NC(=O)c2ccc3nc(-c4ccc([N+](=O)[O-])cc4)[nH]c3c2)cc1	108.7	110.7	87.8	76.2	97.6	106.8	99.4	94.4
Nc1ccc(C(=O)Nc2ccc(Nc3ccncc3)cc2)c([N+](=O)[O-])c1	99.3	117.3	99.4	99.9	98.9	101.7	99.3	101.8

3 entries out of the list, sorted by molar mass, low to high.
Molecule	UACC-257	SK-MEL-2	T-47D	MALME-3M	LOX IMVI	HS 578T	SK-MEL-28	SK-MEL-5
Nc1nc2c([nH]1)c1[nH]c3ccccc3c1c1[nH]c3ccccc3c21	103.2	-23.5*	32.4	-72.4*	4.2*	47.2	-77.5*	58.7
CCCCCCCCCCCCCCCCNC(=S)N/N=C/c1ccccc1OCC	94.6	89.3	85.6	97.9	95.9	92.9	107.4	98.9
O=c1oc2ccccc2cc1C1=NN(c2ccccc2)C(c2cn(-c3ccccc3)nc2-c2ccc(Cl)cc2)C1 (stereo not given)	109.7	118.5	92.4	93.5	99.7	93.0	105.8	94.5

New compounds follow:
Molecule	UACC-257	SK-MEL-2	T-47D	MALME-3M	LOX IMVI	HS 578T	SK-MEL-28	SK-MEL-5
CC(=O)NNC(=S)N/C=C(\C#N)C(=O)c1ccc2ccccc2c1	110.5	114.6	84.8	x	99.2	95.9	99.9	99.2
COc1ccc(/C=C2/C=C(c3ccccc3)OC2=O)cc1OC	102.4	118.8	106.4	101.6	101.6	95.4	139.3	93.9
O=C(O)Cc1ccc(O)cc1	x	107.2&126.7	122.3&98.6	106.0&105.9	97.9&94.0	107.6&93.7	104.7&103.2	100.5&106.2
CCn1cc(C(=O)N[C@H]2C(OC(C)=O)[C@@H](OC(C)=O)C(COC(C)=O)O[C@H]2OC(C)=O)c(=O)c2ccc(C)nc21 (stereo not given in full)	95.0	115.3	72.3	110.6	98.5	109.8	111.8	103.7
CCOC(=O)c1cnnn1-c1cc(=O)[nH]c2ccc(OC)cc12	101.9	111.0	88.9	92.3	97.0	96.4	109.9	100.2
Cc1ccc(-c2[nH]c(=S)[nH]c(=O)c2C#N)o1	117.3	98.9	102.3	103.6	99.3	100.5	112.7	108.7
Nc1ccc(Cl)cc1[N+](=O)[O-]	107.7	96.0	112.0	107.3	99.8	123.3	115.7	107.0
COc1ccc(/C=C2\NC(=O)NC2=O)cc1O	99.4	114.6	100.3	104.9	95.3	108.8	103.8	101.7
CC(=O)Nc1ccc(OC(C)=O)cc1N	99.3	113.2	100.7	90.5	x	x	105.3	100.0
COc1cc(C2c3cc(O)c(OC)cc3CC(C(=O)O)C2CO)ccc1O (stereo not given)	109.4	94.2	103.2	131.7	102.7	x	109.0	94.8
CC(=O)c1nn(-c2ccc(Cl)cc2)/c(=N\N=C\c2coc3ccccc3c2=O)s1	107.5	110.9	101.1	90.0	97.6	x	98.0	100.9
Nc1cc2c(cc1Br)-c1c(C(=O)O)cccc1C2O (stereo not given)	x	131.1	104.6	98.2	95.8	142.7	101.8	99.9
Nc1cc(F)ccc1NC(=O)c1ccc(CNC(=O)/C=C2\NC(=O)c3ccccc32)cc1	63.4	48.0	41.8	47.4	84.3	70.7	66.2	65.3
CCC(C)[C@@H]1NC(=O)[C@H](C(C)CC)NC(=O)[C@H](C(C)CC)NC(=O)[C@@H]2CCCN2C(=O)[C@H](C(C)O)NC(=O)[C@@H]2CCCN2C(=O)[C@@H]2CCCN2C(=O)[C@H](CC(C)C)NC1=O (stereo not given in full)	95.9	103.5	110.8	x	101.3	105.3	108.4	104.7
CC(=O)OC/C(C)=C\CC(C)COC(C)=O (stereo not given)	102.0	113.4	104.2	102.2	98.8	100.3	94.6	103.6
COC(=O)c1nc(=S)[nH]c(C(=O)OC)c1C(=O)c1cc(Cl)ccc1Cl	109.4	102.2	92.7	98.0	96.6	82.5	114.6	102.5
NC(N)=N/N=C\c1cccc(OCc2ccccc2)c1	70.8	61.4	26.6	85.8	51.0	x	86.0	33.0
CCCN=C(N)c1ccc(NC(=O)c2ccc(C(=O)Nc3ccc(C(N)=NCCC)cc3)cc2)cc1	101.0	97.2	77.6	88.1	108.0	102.5	109.8	27.2
COC(=O)c1nnn(-c2cccc(Cl)c2)c1C(=O)c1ccc(Cl)c(Cl)c1	98.7	118.2	x	88.2	84.5	61.5	106.0	95.8
CC(=O)OC1CCC2(C)C(=CCC3C2CCC2(C)C3CC3OC4(CCC(C)CO4)C(C)C32)C1 (stereo not given)	102.4	102.7	97.1	108.0	99.7	113.5	99.9	98.5
Cn1c(C2=C(c3c(O)c4ccccc4c(=O)n3C)C(=O)c3ccccc3C2=O)c(O)c2ccccc2c1=O	105.1	98.8	95.7	100.4	94.8	110.1	103.7	96.0
C/C(=C\c1ccc2ccccc2c1)[N+](=O)[O-]	68.9	4.5*	-52.8*	-58.7*	-80.9*	x	37.0	71.3
N/C(=N\C(N)=N\c1nc2ccccc2s1)c1ccncc1Cl	79.7	35.3	55.4	45.7	41.3	35.7	58.3	39.2
CCCOC(=O)Cc1ccc(OC)cc1	x	112.1	91.8	108.5	95.7	103.3	109.5	102.3
CCCC1=CC(=O)N=C2SCC(=O)C12 (stereo not given)	102.9	100.4	83.7	97.3	93.8	112.5	106.9	99.7
CCN(CC)CCC=C(c1cccs1)c1cccs1	99.8	97.7	102.9	x	x	89.7	101.0	93.0
O=C(OC1CCCC1)c1ccc(Cl)cc1Cl	98.0	144.1	108.6	103.1	98.3	139.3	112.2	106.0
CCOC(=O)c1c(SC)nn(C(=S)Nc2ccccc2)c1N	115.1	102.0	92.0	80.7	92.3	117.1	103.1	102.0
c1ccc(CN(Cc2ccccc2)N(Cc2ccccc2)Cc2ccccc2)cc1	86.2	106.7	78.8	91.9	84.6	92.0	104.7	75.5
CCN(CC)c1cccc(OC(=O)Nc2cccc(C(F)(F)F)c2)c1	98.4	x	98.1	92.9	x	105.3	106.1	94.9
CN(C)c1ncnc2c1ncn2C1CCCO1 (stereo not given)	97.4	106.0	98.6	105.6	102.6	105.4	118.0	107.4
O=C(Nc1ccc2ncnc(Nc3nnc(-c4ccncc4)s3)c2c1)c1ccccc1	95.8	82.5	57.2	89.6	73.3	68.6	100.1	69.3
Cc1ccc(S(=O)(=O)N(CCC(=O)O)CCC(=O)O)cc1	x	104.7	89.1	109.2	95.5	95.8	106.1	96.4
COc1ccc(-c2nc(SCC(C)C)nc(N3CCOCC3)c2C#N)cc1	102.7	98.9	67.1	139.5	97.9	106.0	94.4	94.7
CCN(CC)CCC(O)c1cnc(-c2ccccc2)nc1C (stereo not given)	90.6	102.2	78.4	97.5	94.0	99.4	100.6	100.5
COc1ccc(Cn2c(SC)nc(=O)n(Cc3ccc(OC)cc3)c2=O)cc1	98.7	110.0	85.2	92.0	87.7	83.5	101.6	103.6
COc1ccc(C(=O)C[n+]2ccncc2)cc1	x	94.4	88.6	104.1	95.8	99.5	101.5	99.7
Cc1ccc(-c2csc3nc(C)c(CCN4CCOCC4)c(=O)n23)cc1	104.5	107.1	88.1	103.6	91.2	108.4	100.3	88.9
O=c1oc2ccccc2cc1C1=NN=C(SCc2ccccc2)SC1	110.3	116.0	85.5	99.3	99.7	103.4	108.9	100.3
ClC(c1ccccc1)C(Cl)c1ccccc1 (stereo not given)	108.5	106.1	110.7	91.6	100.6	121.4	110.6	101.7

Single entries from above.
SK-MEL-2 with `O=C(OC1CCCC1)c1ccc(Cl)cc1Cl` : 144.1
SK-MEL-28 with `ClC(c1ccccc1)C(Cl)c1ccccc1` (stereo not given) : 110.6
T-47D with `CCN(CC)c1cccc(OC(=O)Nc2cccc(C(F)(F)F)c2)c1` : 98.1
SK-MEL-2 with `Cc1ccc(-c2csc3nc(C)c(CCN4CCOCC4)c(=O)n23)cc1` : 107.1
T-47D with `CCN(CC)CCC(O)c1cnc(-c2ccccc2)nc1C` (stereo not given) : 78.4
